697 NFkB inh: inhibitors of PMA/ionomycin-induced NF-kB reporter, 697 cells, primary screen, B-cell NF-kB inhibitor project, cell-based, luminescence, uHTS; 697 B-cell NF-kB luciferase reporter, 16 h; 0.33% of 330,000 active; inhibition, % at 4 µM; in the data active = inhibition above about 35%
EBI2 block: EBI2 receptor antagonists, beta-arrestin recruitment, primary screen, cell-based, luminescence, 7a,25-OHC stimulation, uHTS; 7a,25-OHC stimulated; inhibition, % at 5 µM; 0.81% of 360,000 active; AID 651636, 2012; in the data active = inhibition above about 38%;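 also: enzyme fragment complementation signal reports receptor beta-arrestin coupling in cells; 0% = agonist plus DMSO wells and 100% = wells without agonist; some results beyond the cut were filed as inactive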
Target sequence (P32249 whole entry, looked up, the tested form may be a part): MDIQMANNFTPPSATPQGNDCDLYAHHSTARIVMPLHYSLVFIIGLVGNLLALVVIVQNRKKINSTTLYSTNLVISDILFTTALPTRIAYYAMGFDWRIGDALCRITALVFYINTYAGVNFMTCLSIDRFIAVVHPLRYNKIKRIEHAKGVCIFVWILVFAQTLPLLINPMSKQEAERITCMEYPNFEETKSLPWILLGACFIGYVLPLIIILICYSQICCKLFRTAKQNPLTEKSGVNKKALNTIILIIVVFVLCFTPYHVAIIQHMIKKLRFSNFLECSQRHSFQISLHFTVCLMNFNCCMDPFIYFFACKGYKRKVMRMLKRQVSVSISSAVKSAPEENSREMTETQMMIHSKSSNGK
CXCR6 block: CXCR6 receptor inhibitors, primary screen, cell-based, beta-arrestin, luminescence, CHO-K1 PathHunter, 1536-well. 0.36% of 360,000 active. C-X-C chemokine receptor type 6 (Homo sapiens), O00574. inhibition, % at 20 µM; in the data active = inhibition above about 34%, passing the limit was not always enough;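 also: antagonist mode with CXCL16 agonist at 10 nM final; 0% = 10 nM CXCL16 with DMSO and 100% = unstimulated wells without agonist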
Target sequence (O00574 whole entry, looked up): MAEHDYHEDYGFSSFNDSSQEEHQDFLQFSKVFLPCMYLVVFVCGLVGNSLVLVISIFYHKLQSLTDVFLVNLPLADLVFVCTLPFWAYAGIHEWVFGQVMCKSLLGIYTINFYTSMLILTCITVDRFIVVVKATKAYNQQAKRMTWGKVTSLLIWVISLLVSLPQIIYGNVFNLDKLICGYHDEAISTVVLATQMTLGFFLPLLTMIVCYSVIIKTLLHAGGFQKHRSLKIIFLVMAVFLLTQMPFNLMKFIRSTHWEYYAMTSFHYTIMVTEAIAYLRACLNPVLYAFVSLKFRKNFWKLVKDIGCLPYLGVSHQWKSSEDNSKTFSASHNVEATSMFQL
Gli-Sufu antag: Gli-Sufu pathway antagonists, primary screen, luciferase luminescence, Sufu-KO-LIGHT cells, uHTS; Sufu-KO-LIGHT fibroblasts, Gli luciferase reporter luminescence; inhibition, % at 5 µM; 0.74% of 340,000 active; AID 588413, 2011;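 active = inhibition above about 55%, limit read from the data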;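 also: 0% = DMSO-treated cells and 100% = wells with medium but no cells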
UBC13 inh: UBC13 polyubiquitin chain formation inhibitors, primary screen, biochemical, TR-FRET, uHTS | Ubiquitin-conjugating enzyme E2 N (Homo sapiens), P61088 | inhibition, % at 20 µM | 0.47% of 330,000 active; in the data active = inhibition above about 45%, passing the limit was not always enough
Target sequence (P61088 whole entry, looked up): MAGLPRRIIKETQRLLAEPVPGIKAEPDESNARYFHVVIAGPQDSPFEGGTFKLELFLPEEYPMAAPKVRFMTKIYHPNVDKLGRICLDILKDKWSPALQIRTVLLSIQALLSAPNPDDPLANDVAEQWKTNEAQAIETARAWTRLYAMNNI
APJ antagonist: antagonists of human apelin receptor APJ, primary screen, CHO-K1 cells, beta-arrestin complementation, luminescence; P35414; inhibition, % at 20 µM; 0.32% of 330,000 active;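 active = inhibition above about 40% at 20 µM, limit read from the data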;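 also: cells challenged with 10 nM apelin-13 agonist together with compound; plate controls were apelin-13 plus DMSO wells for no effect and DMSO wells lacking apelin-13 for full effect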
Jurkat NFkB inh: inhibitors of induced NF-kB luciferase reporter, primary screen, TCR NF-kB activation inhibitor project, cell-based, luminescence, uHTS. Jurkat, PMA/ionomycin-induced NF-kB luciferase reporter. AID 435003, 2010. 0.53% of 330,000 active. inhibition, % at 4 µM; in the data active = inhibition above about 50%
CCR6 antag: CCR6 receptor antagonists, primary screen, cell-based, CHO-K1, luminescence, beta-arrestin, uHTS. C-C chemokine receptor type 6 (Homo sapiens), P51684. CHO-K1 CCR6 PathHunter beta-arrestin, CCL20-stimulated. inhibition, % at 20 µM. 0.49% of 340,000 active;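 active = compounds whose inhibition of the agonist-driven luminescence signal at 20 µM reaches about 50%, limit read from the data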;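 also: cells stimulated with CCL20 at 14 nM final; plate controls were DMSO with CCL20 for no effect and DMSO without agonist for full effect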
The depositor's hits bear a star; x = no result given.

1	Cc1ccc(NC(=O)c2sc(Cl)nc2C)c(C)c1
2	N#Cc1ccsc1NC(=O)CN1CCN(c2ccc(O)cc2)CC1
3	CCOc1cc(C(=O)Nc2ccc(C)cc2O)ccc1OCC(=O)N1CCOCC1
4	CCC(CC)n1[nH]c(=O)c2c(C)cc(C)nc21
5	COc1ccc(/C=C2\SC(=O)N(CCC(=O)N(C)C3CCS(=O)(=O)C3)C2=O)cc1 (stereo unspecified)
6	COc1ccc(Br)cc1/C=N/n1c(COc2ccccc2)n[nH]c1=S
screen / no.,1,2,3,4,5,6
697 NFkB inh,13,-34,13,13,7,-3
EBI2 block,-5,-5,-11,-2,8,12
CXCR6 block,-2,-7,-8,2,-3,6
Gli-Sufu antag,4,17,-11,-1,14,1
UBC13 inh,-1,-4,-11,9,-8,5
APJ antagonist,-19,0,-62,6,-5,-6
Jurkat NFkB inh,-2,7,17,-11,-2,-2
CCR6 antag,2,11,-5,-1,7,5

7	Cc1ccccc1NC(=O)NNC(=O)OC(C)(C)C
8	NNC(=S)NC1CCS(=O)(=O)C1 (stereo unspecified)
9	COC(=O)c1ccc(S(=O)(=O)NCc2ccc(S(N)(=O)=O)cc2)n1C
10	FC(F)(F)c1ccc(-c2nnc(-c3ccccn3)c(-c3ccccn3)n2)nc1
11	COc1ccc(S(=O)(=O)NC(C)c2ccccc2)cc1C(=O)N1CCCCC1 (stereo unspecified)
12	Cc1ccc(S(=O)(=O)NCCc2nnc3ccc(NCCCOC(C)C)nn23)cc1
screen / no.,7,8,9,10,11,12
697 NFkB inh,13,-4,-29,24,-14,18
EBI2 block,0,-5,-8,-6,-4,2
CXCR6 block,-4,9,-2,-4,-7,5
Gli-Sufu antag,4,-14,-6,3,13,3
UBC13 inh,7,-7,3,0,0,5
APJ antagonist,7,4,11,0,11,2
Jurkat NFkB inh,-5,-4,-36,12,-4,-2
CCR6 antag,8,-3,4,6,16,12

13	CC(=O)N1CCc2cc(Br)cc(S(=O)(=O)CCC(=O)N3CCN(c4ccccn4)CC3)c21
14	COc1ccc(C(=O)O)cc1S(N)(=O)=O
15	COc1ccc(CNS(=O)(=O)c2ccc3c(c2)CCN3C(=O)C2CCC2)cc1
16	O=C(CS(=O)CC(=O)N(c1ccccc1)C(C(=O)NC1CCCCC1)c1ccco1)Nc1ccc(F)cc1 (stereo unspecified)
17	CSCCC(NS(=O)(=O)c1ccccc1)C(=O)OCc1cc(=O)oc2cc(O)ccc12 (stereo unspecified)
18	CCOC(=O)CCNC(=O)N1CCCC(C(=O)c2ccc3c(c2)OCO3)C1 (stereo unspecified)
screen / no.,13,14,15,16,17,18
697 NFkB inh,12,-7,9,5,-7,8
EBI2 block,-3,3,-5,3,-11,-1
CXCR6 block,-1,-3,-9,2,8,-5
Gli-Sufu antag,29,0,2,5,-8,-18
UBC13 inh,0,-5,8,-8,5,6
APJ antagonist,-10,-13,-5,9,-5,4
Jurkat NFkB inh,7,-5,3,8,7,6
CCR6 antag,5,-5,13,7,-6,1

19	Cc1ccccc1-n1c(=O)c2ccccc2n2c(=O)[nH]nc12
20	O=C(Cn1cnc([N+](=O)[O-])c1)NCCc1ccccc1
21	C=CCOc1cccc(C2C(C(=O)c3ccc(C)o3)=C(O)C(=O)N2CCCn2ccnc2)c1 (stereo unspecified)
22	CCn1c2ccccc2c2nc3ccccc3nc21
23	N#Cc1cccc(C(=O)OCC(=O)c2ccc3c(c2)NC(=O)CO3)c1
24	COc1ccc(OCC(O)CNC(=O)Nc2ccc(C(C)(C)C)cc2)cc1 (stereo unspecified)
screen / no.,19,20,21,22,23,24
697 NFkB inh,-12,10,7,-5,8,4
EBI2 block,-16,-1,-13,19,1,20
CXCR6 block,-5,-1,-1,6,4,7
Gli-Sufu antag,1,-11,-25,-18,-5,-12
UBC13 inh,-3,-6,-17,66*,3,6
APJ antagonist,6,0,-6,8,17,7
Jurkat NFkB inh,-9,-19,3,-29,2,-30
CCR6 antag,0,6,-3,7,6,-7

25	COc1ccc2[nH]c(C(=O)N3CCC(CO)(Cc4cccc(C(F)(F)F)c4)CC3)c(C)c2c1
26	COc1ccc(S(=O)(=O)N2CCCCC2)cc1NC(=O)CCNC(=O)c1ccccc1Cl
27	CCCCn1c(N)c(N(CCC(C)C)C(=O)c2cccc(-n3cnnn3)c2)c(=O)[nH]c1=O
28	O=C(N/N=C/C=C/c1ccccc1)c1cc2c(ccc3ccccc32)o1
29	CCOc1ccc2cc(C#N)c(SCC(=O)N3CCC(C)CC3)nc2c1
30	CCN1CCN(C(c2ccccc2)c2nnnn2Cc2ccc3c(c2)OCO3)CC1 (stereo unspecified)
screen / no.,25,26,27,28,29,30
697 NFkB inh,-2,15,15,-1,-18,15
EBI2 block,10,-3,-13,-1,20,-8
CXCR6 block,-5,-1,-7,-1,6,1
Gli-Sufu antag,4,-8,-8,-5,10,13
UBC13 inh,16,0,-7,-2,38,4
APJ antagonist,-8,-13,11,3,2,0
Jurkat NFkB inh,11,-14,5,-17,-2,-9
CCR6 antag,-12,13,4,14,5,2

31	CCCc1ccc(S(=O)(=O)N2CCN(C(C)C(=O)NCc3ccc(OC)cc3)CC2)cc1 (stereo unspecified)
32	Cc1nc2nc(CCNS(=O)(=O)c3ccc(Cl)cc3)cn2nc1C
33	O=C(NCc1cccnc1)c1cn(CCc2ccccc2)nn1
34	Cc1nnc2ccc(N3CCOCC3)nn12
35	CCO[C@@H]1OC(C(=O)N2CCN(Cc3ccccc3)CC2)=C[C@H](c2ccc(C(F)(F)F)cc2)[C@H]1CCCO
36	Cc1ccc(/C=N/NC(=O)C2COc3ccccc3O2)s1 (stereo unspecified)
screen / no.,31,32,33,34,35,36
697 NFkB inh,-16,-4,7,11,-10,8
EBI2 block,8,-11,-2,-7,17,8
CXCR6 block,2,-3,4,4,28,-8
Gli-Sufu antag,-5,-11,-3,-9,18,1
UBC13 inh,4,9,6,1,19,-3
APJ antagonist,6,9,1,18,3,10
Jurkat NFkB inh,18,-3,3,14,5,59*
CCR6 antag,11,-10,-2,11,29,3

37	O=C(Nc1ccc2c(c1)C(=O)N(CC1CCCO1)C2=O)c1ccccc1Br (stereo unspecified)
38	O=C(c1ccco1)c1nc2c(n1O)CCCCC2
39	CC1CCN(C(=O)Cn2c(SCC(=O)Nc3nccs3)nc3ccccc32)CC1
40	Cc1ccc(CS(=O)Cc2ccc(C(=O)N3CCOCC3)o2)cc1 (stereo unspecified)
41	Cc1ccc(CC2CC(=O)N(c3cc(Cl)ccn3)C2=O)cc1 (stereo unspecified)
42	COc1ccc(OC)c(N(CC(=O)NCC2CCCO2)S(=O)(=O)c2ccccc2)c1 (stereo unspecified)
screen / no.,37,38,39,40,41,42
697 NFkB inh,9,-30,18,11,7,-7
EBI2 block,-12,-10,0,-10,-1,-3
CXCR6 block,3,-16,6,0,-6,-1
Gli-Sufu antag,-2,-2,10,-2,1,-12
UBC13 inh,10,-5,18,2,0,4
APJ antagonist,-16,14,18,21,1,0
Jurkat NFkB inh,-1,0,-4,0,5,-7
CCR6 antag,5,5,3,4,-2,4

43	CS(=O)(=O)Nc1ccccc1C(=O)c1ccccc1
44	CC(C)c1ccc(NC(=O)CSc2n[nH]c(=O)n2-c2cccnc2)cc1
45	Cc1cccc(-c2nc(CS(=O)CC(=O)NCc3ccco3)c(C)o2)c1 (stereo unspecified)
46	O=C(CSc1nc(-c2ccccc2)nc2ccccc12)Nc1cccc(C(=O)O)c1
47	CN(C)CCN(C(=O)/C=C/c1cccs1)c1nc2ccc(Br)cc2s1
48	CCOc1ccc(CCNC(=O)CN(C)S(=O)(=O)c2cccs2)cc1OCC
screen / no.,43,44,45,46,47,48
697 NFkB inh,-14,-7,4,13,13,-3
EBI2 block,-9,7,-8,-10,9,0
CXCR6 block,0,-11,4,-5,-3,-10
Gli-Sufu antag,2,-7,-9,-9,13,13
UBC13 inh,-3,6,3,15,22,1
APJ antagonist,4,-18,8,3,-14,-36
Jurkat NFkB inh,-5,-9,6,11,14,8
CCR6 antag,0,-10,12,24,5,11

An excerpt from above in order of count of non-hydrogen atoms, rising:
38	O=C(c1ccco1)c1nc2c(n1O)CCCCC2
43	CS(=O)(=O)Nc1ccccc1C(=O)c1ccccc1
41	Cc1ccc(CC2CC(=O)N(c3cc(Cl)ccn3)C2=O)cc1 (stereo unspecified)
47	CN(C)CCN(C(=O)/C=C/c1cccs1)c1nc2ccc(Br)cc2s1
44	CC(C)c1ccc(NC(=O)CSc2n[nH]c(=O)n2-c2cccnc2)cc1
48	CCOc1ccc(CCNC(=O)CN(C)S(=O)(=O)c2cccs2)cc1OCC
39	CC1CCN(C(=O)Cn2c(SCC(=O)Nc3nccs3)nc3ccccc32)CC1
46	O=C(CSc1nc(-c2ccccc2)nc2ccccc12)Nc1cccc(C(=O)O)c1
screen / no.,38,43,41,47,44,48,39,46
697 NFkB inh,-30,-14,7,13,-7,-3,18,13
EBI2 block,-10,-9,-1,9,7,0,0,-10
CXCR6 block,-16,0,-6,-3,-11,-10,6,-5
Gli-Sufu antag,-2,2,1,13,-7,13,10,-9
UBC13 inh,-5,-3,0,22,6,1,18,15
APJ antagonist,14,4,1,-14,-18,-36,18,3
Jurkat NFkB inh,0,-5,5,14,-9,8,-4,11
CCR6 antag,5,0,-2,5,-10,11,3,24

(more compounds)
49	CC1=CC(c2ccc(Cl)cc2)n2ncnc2N1 (stereo unspecified)
50	O=C(N[C@@H](Cc1ccccc1)C(=O)O)c1c(F)c(F)c(F)c(F)c1F
51	COc1ccc(OC)c2sc(NC(=O)C3=COCCO3)nc12
52	CCO[C@@H]1OC(C(=O)O)=C[C@H](c2ccccc2)[C@H]1CCCO
53	CS(=O)(=O)N1CCN(c2ccccc2NC(=O)CSc2nnc(-c3ccco3)o2)CC1
54	O=c1cc(-c2ccc(OCc3ccccc3)cc2)oc2cc(OCc3ccccc3)cc(OCc3ccccc3)c12
screen / no.,49,50,51,52,53,54
697 NFkB inh,-5,6,26,12,11,7
EBI2 block,-9,1,-4,7,-16,-16
CXCR6 block,0,4,-11,0,0,7
Gli-Sufu antag,7,-31,6,2,3,3
UBC13 inh,-2,-2,4,-1,7,x
APJ antagonist,7,11,-1,27,12,x
Jurkat NFkB inh,-3,-7,-1,19,1,x
CCR6 antag,4,6,1,5,5,19
